Source: PubChem BioAssay (Fisher Drug Discovery Resource Center)
mcGAS inh: cyclic GMP-AMP synthase inhibitors, mouse, primary biochemical chemiluminescence. recombinant cGAS, Kinase-Glo ATP depletion luminescence. inhibition, % at 12.5 µM. 0.15% of 160,000 active. AID 1259399, 2018;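 note: 0% = negative control wells and 100% = reference inhibitor with no enzyme activity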
hcGAS inh: Primary biochemical luminescence assay for human cyclic GMP-AMP synthase inhibitors; recombinant h-cGAS, ATP depletion, Kinase-Glo luminescence; inhibition, % at 12.5 µM; 0.081% of 290,000 active; AID 1259398, 2018;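 note: 0% = vehicle reaction and 100% = reaction without DNA for no activity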
Target sequence (Q8N884 whole entry, looked up): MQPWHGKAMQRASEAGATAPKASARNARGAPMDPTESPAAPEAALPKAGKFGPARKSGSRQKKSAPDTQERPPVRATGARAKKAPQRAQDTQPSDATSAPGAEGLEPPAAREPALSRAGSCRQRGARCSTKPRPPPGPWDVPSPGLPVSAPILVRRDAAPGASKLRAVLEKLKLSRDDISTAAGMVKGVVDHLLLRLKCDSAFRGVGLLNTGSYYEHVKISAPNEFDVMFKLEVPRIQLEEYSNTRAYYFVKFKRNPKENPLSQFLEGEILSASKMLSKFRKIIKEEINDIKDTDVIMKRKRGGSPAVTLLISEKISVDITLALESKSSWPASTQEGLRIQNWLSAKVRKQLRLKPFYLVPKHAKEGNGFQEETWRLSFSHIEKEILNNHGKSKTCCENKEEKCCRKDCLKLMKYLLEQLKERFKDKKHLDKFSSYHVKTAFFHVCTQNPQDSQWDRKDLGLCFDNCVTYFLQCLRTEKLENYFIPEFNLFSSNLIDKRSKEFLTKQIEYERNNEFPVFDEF
NPYLR7 agonist: agonists of mosquito NPYLR7 receptor, primary screen, cell-based, Aedes aegypti, calcium fluorescence, mosquito biting behavior; HEK293T NPYLR7/Galpha15, GCaMP6s calcium fluorescence; 0.15% of 270,000 active; activation, % at 10 µM; in the data active = activation above about 40%;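 note: 0% = vehicle and 100% = reference agonist at the receptor; some compounds past the cut are filed as inactive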
Active calls of the source: *; . = not tested or not shown; & = joins results of further samples. Cut-off read from the data, not from the text of the source, unless noted: active = inhibition above about 40%; inactive = the rest.

Every second line gives: NPYLR7 agonist, mcGAS inh, hcGAS inh
> Cc1ccsc1CN(Cc1ccc(F)cc1)C(=O)CN(CC1CCCO1)C(=O)c1cc(C(F)(F)F)cc(C(F)(F)F)c1 (stereo not drawn)
  -6, 1, 3
> CN(Cc1ncc[nH]1)C(=O)CCN1CCCCO1
  1, ., -1
> Cn1cccc1/C=N\NC(=O)CSc1nnc(-c2ccccc2)n1-c1ccccc1
  -5, ., -3
> Cc1cc(O)c(Sc2ccccc2)c(=O)o1
  4, ., -2
> Cc1cc(OCC(N)=O)ccc1NC(=O)c1cc(Cl)ccc1OC(C)C
  0, ., 3
> COc1ccc(NC(=O)N2CCC3(CC2)SCCN3C(=O)CC(C)C)cc1
  9, -3, -3
> COc1ccccc1CNc1ccc2nnc(CCNC(=O)c3ccc(C)cc3)n2n1
  2, -8, -7
> Cc1ccc(C(CCN2CCCC2)Oc2cccc(C(=O)N[C@H]3CCOC3=O)c2)o1 (stereo partly drawn)
  0, ., 5
> CC(Nc1nc(-c2cccc(Br)c2)nc2ccccc12)c1ccccc1 (stereo not drawn)
  -5, -6, -5
> Oc1ccccc1SC(F)(F)F
  1, ., 3
> CCOC(=O)c1ccc(NS(=O)(=O)c2cc([N+](=O)[O-])ccc2Cl)cc1
  -2, ., 5
> COc1cccc(CC2(CO)CCN(c3ccc(-c4nccn4C)nn3)CC2)c1
  31, -19, -9
> CC(=O)OC(C(=O)N1CCC(c2nc(-c3ccc(Cl)cc3)no2)CC1)c1ccccc1 (stereo not drawn)
  7, -5, -5
> Fc1ccccc1Nc1nn(CN2CCCC2)c(=S)s1
  1, -4, 4
> OCc1cc(-c2nccc(C3CCCC3)n2)ccc1F
  3, ., -7
> S=c1[nH]nc(Nc2ccccc2)s1
  0, ., -3
> N#Cc1ccccc1C(=O)N1CCOC(COCc2ccccc2F)C1 (stereo not drawn)
  5, 3, 5
> COc1cccc(-c2csc(=Nc3ccccc3)n2N2CCOCC2)c1
  -6, -8, -7
> CCC(c1n[nH]c(Cc2ccccc2)n1)N1Cc2ccccc2C1=O (stereo not drawn)
  9, -14, 2
> COc1ccc(C(=O)Nc2ccc3oc(-c4ccc(C)cc4)nc3c2)cc1[N+](=O)[O-]
  -1, -5, -5

Grouped by structure, the entries above with an aryl methoxy group.
Every second line gives: NPYLR7 agonist, mcGAS inh, hcGAS inh
> COc1ccc(NC(=O)N2CCC3(CC2)SCCN3C(=O)CC(C)C)cc1
  9, -3, -3
> COc1ccccc1CNc1ccc2nnc(CCNC(=O)c3ccc(C)cc3)n2n1
  2, -8, -7
> COc1cccc(CC2(CO)CCN(c3ccc(-c4nccn4C)nn3)CC2)c1
  31, -19, -9
> COc1cccc(-c2csc(=Nc3ccccc3)n2N2CCOCC2)c1
  -6, -8, -7
> COc1ccc(C(=O)Nc2ccc3oc(-c4ccc(C)cc4)nc3c2)cc1[N+](=O)[O-]
  -1, -5, -5

Next compounds.
Every second line gives: NPYLR7 agonist, mcGAS inh, hcGAS inh
> Cc1cc(CNC(=O)c2cccc(C3CCNC3)c2)ccc1F (stereo not drawn)
  21, ., -3
> COc1ccc(-c2c(Cc3ccccc3)[nH]n3c(=O)c4c(nc23)CCC4)cc1
  -13, ., -4
> COCc1ccccc1CNC(=O)Cn1c(=O)oc2cccnc21
  -3, ., 3
> Cc1cc(C(F)F)c2c(N)c(C(=O)Nc3cc(C)on3)sc2n1
  5, ., -6
> O=C(NCCc1cn2ccsc2n1)c1cn(-c2ccccc2)nn1
  3, -13, -4
> COC(=O)CCCC(=O)Nc1cccc(-c2cccc(-c3ccccc3OC)n2)c1
  -6, -6, -8
> CCC(C1C(=O)CC(C)(C)CC1=O)C1C(=O)CC(C)(C)CC1=O
  3, -7, -4
> Cc1cc(C)c(C)c(S(=O)(=O)N2CCN(CN3C(=O)CCSC3=O)CC2)c1C
  3, ., -3
> CCCN(CC1CC1)c1c2c(nc3ncnn13)CCC2
  ., -5, -6
> C/C(Cl)=C\COc1cc(C)nc2ccc(Br)cc12
  -1, ., -2
> COc1cccc(S(=O)(=O)N2CCC3(CC2)NCCNC3=O)c1
  12, ., -3
> CC1(C)C2CCC1(C)C(NC(=O)c1ccc(-c3ccncc3)[nH]c1=O)C2 (stereo not drawn)
  2, ., -8
> CC1(C(=O)NCC2CCCCC2)CCN1Cc1ccc(-c2ccccn2)cc1 (stereo not drawn)
  5, ., -9
> COc1ccc(COC(=O)c2ccon2)cn1
  1, -11, -6
> CCOCCCNc1nc(Nc2ccc(C)c(C)c2)c2cnn(-c3ccccc3)c2n1
  2, -9, -5
> Cc1c(CN[C@H]2CCN(Cc3ccccc3)C2)c2ccccc2n1CC(N)=O
  14, ., -6
> COc1ccc(-c2cccc(-c3ccc(NC(=O)c4cc(C)n(C(C)(C)C)n4)cc3)n2)cc1
  4, -1, 1
> CC(C)=CC(=O)NCCC1CCCN(CCC(F)(F)F)C1 (stereo not drawn)
  0, -14, -4
> OCCC1CN(Cc2cccn2-c2ccccn2)CCN1C1CCCC1 (stereo not drawn)
  -2, ., -4
> CC(=O)Nc1cnc(/C=C\CCCO)cn1
  -2, ., 9

Further structures.
Every second line gives: NPYLR7 agonist, mcGAS inh, hcGAS inh
> COC(=O)c1ccc(NC(=O)c2cc(=O)c(OCc3ccccc3)cn2C)cc1
  -1, ., -9
> CCCCCc1ccc(C(=O)Nc2ccc(N3CCc4ccccc4C3)c(C(=O)NC3CC3)c2)cc1
  22, -5, -3
> C=CCn1cc(CN2CCN(c3cccc(OC)c3)C(=O)C2C)c(C)n1 (stereo not drawn)
  -8, ., 1
> NCC1CN(Cc2cnc(NCc3ccccc3)nc2)CCO1 (stereo not drawn)
  4, -11, 1
> COCC(=O)N1C[C@H]2CNC[C@@]2(C(=O)NCCc2ncccc2C)C1
  -1, ., -9
> Cc1ccc2c(Nc3ccc(F)c(C#N)c3)c(C(=O)N3CCOCC3)cnc2n1
  -11, -4, -3
> Cc1ccc(F)cc1C(=O)N1CCCC1(C)C(=O)NCC(C)C (stereo not drawn)
  5, -8, -17
> O=C(Cc1csc(NC(=O)c2ccco2)n1)Nc1ccc(Cl)cc1
  4, -4, -2
> Cn1c(=O)c2c(nc(SCC#N)n2C)n(C)c1=O
  6, -5, 3
> CCCCc1cn(CC2CCN(C(=O)c3cccs3)CC2)nn1
  0, -18, -2
> CC1(C(=O)NS(=O)(=O)c2cccc(F)c2)CCN1C(=O)CC1CC1 (stereo not drawn)
  1, ., -8
> CN(Cc1ccc(Cl)s1)CC(O)COCc1cccs1 (stereo not drawn)
  1, ., -9
> Cc1nc(NCCCCc2ccccc2)c2cnn(C)c2n1
  18, ., -2
> Cc1ccc2occ(/C=C/c3ccc(S(=O)(=O)N4CCCCC4)s3)c(=O)c2c1
  1, -4, 0
> CC(NC(=O)c1ccccc1)C(=O)NN=Cc1ccco1 (stereo not drawn)
  -12, ., -5
> CC1OC(C)(C)OC1C1CNc2nc(N)[nH]c(=O)c2N1C(=O)c1cccnc1 (stereo not drawn)
  21, ., -4
> CCOC(=O)CCCC(=O)N1CCc2ccccc2C1c1ccccc1Cl (stereo not drawn)
  15, -3, -10
> COc1ccc(OC)c(-n2cnnc2Cc2nc(C)cs2)c1
  3, ., -6
> CCCCCC(=O)Nc1c(-c2ccc(OC)cc2)nc2cc(C)ccn12
  -12, -8, -9
> CCOC(=O)C1CCN(C(c2ccc(F)cc2)C2Sc3nc(C)nn3C2=O)CC1 (stereo not drawn)
  2, ., -10

Ordered by length of the SMILES (highest first): part of the list above.
Every second line gives: NPYLR7 agonist, mcGAS inh, hcGAS inh
> CCCCc1cn(CC2CCN(C(=O)c3cccs3)CC2)nn1
  0, -18, -2
> NCC1CN(Cc2cnc(NCc3ccccc3)nc2)CCO1 (stereo not drawn)
  4, -11, 1
> CN(Cc1ccc(Cl)s1)CC(O)COCc1cccs1 (stereo not drawn)
  1, ., -9

New compounds follow
Every second line gives: NPYLR7 agonist, mcGAS inh, hcGAS inh
> O=C(NCc1ccc2c(c1)OCO2)c1csc(CSc2nnc(-c3ccco3)n2-c2ccc(Cl)cc2Cl)n1
  2, -6, -10
> Cc1nc(Cl)nc(Cl)c1Br
  -8, ., 4
> Cc1cc(C(=O)N(C)CCc2noc(C(C)C)n2)ccc1F
  ., -14, 2
> Cc1ccc2nc(C)c(C(=O)N3CCN(S(=O)(=O)c4ccccc4)CC3)cc2c1
  -7, ., -1
> O=C1CCCC(=O)N1CCS(=O)(=O)N1CCC(c2nnc(-c3ccco3)s2)CC1
  -5, -7, -7
> C[N+]([O-])=Cc1ccc(-c2ccccc2)cc1
  -1, ., -4
> OCC(O)C(O)C(O)c1cnc2ccccc2n1 (stereo not drawn)
  1, ., 3
> Cc1cc(C(F)(F)F)nc(CCNCc2nnc(-c3ccc(C)n3C)o2)n1
  13, -13, -5
> COc1ccc(CN2COc3ccc4c(c3C2)O/C(=C\c2ccncc2)C4=O)cc1
  23, -6, -7
> O=C(NC1CCCN(CCCc2ccccc2)C1)c1ccc(Cl)s1 (stereo not drawn)
  10, -8, -2
> Cc1ccc(CN2C(=O)C(C)Sc3ccc(S(C)(=O)=O)cc32)cc1 (stereo not drawn)
  6, ., -3
> COc1ccccc1/C=C/CN1CCC2(CC1)c1ccccc1[C@@H](NC(=O)COc1ccccc1)[C@@H]2O
  18, -14, -11
> CCC12CC3CC(O)(C1)CC(c1nc(CN(C)C)no1)(C3)C2 (stereo not drawn)
  2, ., -8
> CCN(CC)C(=O)C1CSCN1C(=O)c1ccc(S(=O)(=O)NC(C)(C)C)o1 (stereo not drawn)
  -1, ., 2
> CC(C)(C)c1cc(NC(=O)c2ccc(F)cc2Cl)n(-c2cc(Cl)ccc2Cl)n1
  20, -5, -3
> COc1cc2c(cc1NC(C)=O)C(c1cc(C(C)C)ccc1OC)CC(=O)N2 (stereo not drawn)
  20, -8, 0
> Brc1ccc(C=NNC2=NCCCCC2)cc1
  3, -7, -5
> O=c1[nH]cnc2[nH]ncc12
  -2&-8&-3&7, -8&-2, -5&-2&-8&-1
> COc1cccc2c1C(=O)OC2C[N+](=O)[O-] (stereo not drawn)
  -4, ., 0
> CN(Cc1cn[nH]c1-c1ccc(F)cc1)C(=O)c1cn2c(n1)CNCC2
  1, -12, -10

(cont.)
Every second line gives: NPYLR7 agonist, mcGAS inh, hcGAS inh
> Cn1ncc2c1CCCC2NC(=O)N1CCN(Cc2ccncc2)CC1 (stereo not drawn)
  5, ., -9
> Cc1ccc(C)c(-c2nn(-c3cc(N4CCCC4)ccc3[N+](=O)[O-])c(=O)c3ccccc23)c1
  -3, -5, -8
> Cc1onc(-c2ccccc2Cl)c1C(=O)Nc1ccc(C(=O)OC(C)C)cc1
  -12, 2, 4
> Cc1c(C(=O)NCc2ccc(F)cc2)sc(=O)n1Cc1ccccc1
  14, ., 3
> Cc1cc(C(C#N)C(=O)C2CC(=O)N(CC3CC3)C2)nc(C)n1 (stereo not drawn)
  6, 1, 2
> N#Cc1cccc(/C=C2/COc3ccc(Br)cc3C2=O)c1
  9, ., 1
> CCCc1cc(NCc2ccccn2)n2nc3nc(C)cc(C)c3c2n1
  5, -8, -8
> O=C1C(=O)N(C2CCCC2)C(=O)N1CN1CCN(Cc2ccc3c(c2)OCO3)CC1
  5, ., -8
> O=c1cc(CSc2nc3ccccc3[nH]2)nc2sccn12
  2, -3, -6
> Nc1nc(-c2ccc(-c3cccc4c3CCNC4)cc2)cs1
  ., -11, -5
> CC(C)(C)CN1C[C@]23C=C[C@H](O2)C(C(=O)N2CCSCC2)C3C1=O (stereo partly drawn)
  ., -2, 0
> CSc1ccccc1NC(=O)C(C)N1CCN(c2ccccc2F)CC1 (stereo not drawn)
  -18, -1, 3
> CC1CCCCN1C1CN(Cc2ccccc2C(=O)O)C1 (stereo not drawn)
  1, -21, -5
> CCOc1ccccc1CN(Cc1ccc2nonc2c1)C1CC1
  4, -8, -6
> CC(=O)c1c(C)[nH]c(C(=O)Cn2cc(C(F)(F)F)ccc2=O)c1C
  4, ., -4
> O=C(Cc1ccccc1Cl)Nc1ccccc1OC(F)F
  -2, ., -17
> CCN1C(=O)C2(CC(=O)N(Cc3ccc(OC)c(OC)c3)C2=O)c2cc(Cl)ccc21 (stereo not drawn)
  5, -5, -5
> CC1=C(C(=O)OCC(C)C)C(c2cccc([N+](=O)[O-])c2)NC(=O)N1C (stereo not drawn)
  -6, -6, -8
> O=C(NCc1cccc(C(F)(F)F)c1)c1cc2n(n1)CCN(Cc1c(F)cccc1Cl)C2=O
  12, -5, -4
> COCCCn1ccnc1-c1ccc(C)c2ncccc12
  8, -12, -10

Other records follow:
Every second line gives: NPYLR7 agonist, mcGAS inh, hcGAS inh
> COC1(c2ccccc2)CCN(S(=O)(=O)NCc2ccccc2)CC1
  4, ., -1
> COc1ccc(N2CC(NC(=O)N3CCOCC3)CC2=O)cc1OC (stereo not drawn)
  -4, -7, -4
> Cc1cc(C)n(CN2CCN(C(=O)c3cccs3)CC2)c(=S)c1C#N
  6, -5, -3
> Cc1nc(N2CCCCCCC2)ncc1C(C)NC(=O)CCn1cccn1 (stereo not drawn)
  16, -11, -9
> CCC(CC(C)CO)Nc1cccc(F)c1C#N (stereo not drawn)
  -4, ., -11
> CCOC(=O)c1sc(NC(=O)Cc2cccc3ccccc23)nc1C
  3, -5, -5
> Cc1ccc(C)c(S(=O)(=O)N2CCN(c3nc4nccc(-c5ccc(C6CCCCC6)cc5)n4n3)CC2)c1
  1, -13, -10
> CCCCN(CC(=O)N(CCc1c[nH]c2ccccc12)Cc1ccc(C(C)(C)C)cc1)CC(O)CC (stereo not drawn)
  ., -3, -4
> CCOC(=O)C1(NC(=O)CC2CCc3ccccc32)CCC1 (stereo not drawn)
  1, ., 3
> Cc1cccc(Oc2ncccc2NC(=O)N(C)CC2CC2)c1C
  -22, ., -6
> COc1ccc(-c2cnc3ncnn3c2N2CCN(S(=O)(=O)c3cc(C)ccc3C)CC2)cc1
  24, -3, 2
